Compound activity from PubChem BioAssay.
GSIS activator – primary screen for activators of insulin secretion dependent on glucose, INS-1E cells, GLuc reporter luminescence; AID 743287; 370,000 tested, 0.61% active; INS-1E GLuc reporter insulin secretion, 2-3 h; activation, % at 16.6 µM;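 active means lowest replicate activation of at least 40%, so every replicate reaches that level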;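 further: 0% = median of neutral control wells and 100% = median of IBMX positive control wells; some compounds called inactive have numbers as strong as hits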
FN deposition inh – fibronectin deposition inhibition; AID 743247; inhibition, % at 12.6 µM; 350,000 tested, 0.086% active; AH1F fibroblasts, Alexa488-fibronectin deposition fluorescence, overnight;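 active means mean inhibition across replicates of 30% or more, regardless of how many single replicates reach that level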;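 further: positive control wells lacked labelled fibronectin entirely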
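Assay system: AH1F fibroblasts / Quantity: 10000 cells per well / Medium: DMEM plus 2% serum, read in PBS / Reagent: labelled fibronectin 24 nM / Dosing: single dose, pinned / Times: 1 h cell attachment, overnight exposure to compound and label / Signal: fluorescence, ex 485 nm, em 525 nm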
F508del corr – correctors of CFTR F508del function in bronchial epithelial cells. CFBE cells, YFP halide quenching; stimulated with forskolin plus potentiator P3; % fluorescence drop versus neutral controls. activity (quench increase), % at 7.58 µM. 350,000 tested, 0.36% active. AID 720511;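 active means mean added fluorescence quench of at least 8% versus neutral control, with both replicates also reaching 8%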;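 further: cells transiently co-express mutant CFTR-F508del with the halide-sensitive YFP; corrector assay measuring rescue of mutant channel to the surface after 24 h compound exposure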
* hit, by the source's call. Only part of the results is shown; the hit share may differ from the screen's.

Screening CCOC(=O)c1nnn(-c2nonc2N)c1-c1ccccc1Cl returned GSIS activator 5, FN deposition inh 7 and F508del corr 0.5.
O=C(Nc1ccccc1C(=O)NCc1cccnc1)c1cccc([N+](=O)[O-])c1 was read as GSIS activator 16, FN deposition inh 11 and F508del corr 1.3.
Cc1ccc(NC(=O)C(C)SCC(=O)Nc2ccc(F)cc2)cc1S(=O)(=O)N1CCOCC1 (centres undefined) was read as GSIS activator -8, FN deposition inh 4 and F508del corr 1.0.
CCOC(=O)c1cc(-c2csc(Nc3ccccc3Cl)n2)on1 was read as GSIS activator -45, FN deposition inh 4 and F508del corr 1.5.
COc1ccc2cc(/C=N/NC(=O)CN(c3ccccc3OC)S(=O)(=O)c3ccccc3)c(Cl)nc2c1 was read as GSIS activator 7, FN deposition inh 2 and F508del corr 1.5.
`CN(C)/C=C/C(=O)c1ccc(S(=O)c2ccccc2)cc1` (centres undefined) gave GSIS activator -4, FN deposition inh 1 and F508del corr -2.6.
`CC1(c2nnnn2-c2ccc3c(c2)OCCO3)CCC(=O)N1C1CCN(Cc2ccccc2)CC1` (centres undefined) gave GSIS activator -1, FN deposition inh 5 and F508del corr 1.1.
CN(C)c1ccc2c(c1)[C@H]1C[C@H](CC(=O)N3CCCCC3)O[C@H](CO)[C@H]1O2 was read as GSIS activator 3, FN deposition inh -6 and F508del corr -2.3.
For COc1ccc([N+](=O)[O-])cc1NC(=O)C(C)Sc1nc(-c2ccccc2)cs1 (centres undefined) the results were GSIS activator 5, FN deposition inh 6 and F508del corr -4.9.
Screening Cc1noc(/C=C/c2cccs2)c1S(=O)(=O)N1CCC(C(=O)NCCCN2CCCC(C)C2)CC1 (centres undefined) returned GSIS activator -11, FN deposition inh -9 and F508del corr -0.9.
For Cc1ccc(NCc2n[nH]c(=S)n2-c2ccccc2)cc1 the results were GSIS activator 13, FN deposition inh 2 and F508del corr 3.7.
Screening O=C(Nc1ccc(Cl)cc1)Nc1nnc(Cc2ccc([N+](=O)[O-])cc2)s1 returned GSIS activator -8, FN deposition inh 5 and F508del corr 2.0.
`COC(=O)C1=C(C(=O)OC)[C@@H]2N(C)c3ccc(OC)cc3[C@@]23C[C@@H](C(=O)OC)N(C(=O)COCc2ccccc2)C3=N1` gave GSIS activator 4, FN deposition inh 1 and F508del corr 1.0.
For COc1ccc(C2CC(=O)C(c3ccccc3)=CN2Cc2ccccc2)cc1 (centres undefined) the results were GSIS activator -24, FN deposition inh -1 and F508del corr 0.3.
`O=C(N/N=C/c1ccc2c(c1)OCO2)c1ccc2ccccc2n1` gave GSIS activator -1, FN deposition inh -6 and F508del corr -0.4.
`COCCNC(=S)N1CCN(c2cccc(C)c2C)CC1` gave GSIS activator -11, FN deposition inh -4 and F508del corr -0.9.
Screening COc1ccc(C(=O)NCC(=O)N/N=C/c2ccc([N+](=O)[O-])s2)cc1OC returned GSIS activator -12, FN deposition inh 4 and F508del corr -1.6.
`N#Cc1nnn2c1nc(N)c1c(Cl)cccc12` gave GSIS activator -3, FN deposition inh 12 and F508del corr -3.0.
`Cc1cc(=O)c2c(o1)C(=O)c1occc1C2=O` gave GSIS activator -29, FN deposition inh -4 and F508del corr -1.0.
For Cc1cc(C)n2nc(C(=O)OCC(=O)N(CCC#N)c3ccc(F)cc3)nc2n1 the results were GSIS activator -3, FN deposition inh 2 and F508del corr 0.0.
For CCN(CCO)Cc1csc2ccccc12 the results were GSIS activator 8, FN deposition inh -6 and F508del corr -3.0.
Screening Cc1ccc(NC(=O)N2CCOCC2)cc1NC(=O)N1CCOCC1 returned GSIS activator -4, FN deposition inh 1 and F508del corr -2.4.
`Cc1nn(C)cc1C(C(=O)NC1CCCCC1)N(Cc1ccccc1Cl)C(=O)c1cnccn1` (centres undefined) gave GSIS activator 0, FN deposition inh -12 and F508del corr 0.3.
For CCOC(=O)c1ccc(NC(=O)COc2ccc(CNCCO)cc2OCC)cc1 the results were GSIS activator -5, FN deposition inh 5 and F508del corr -0.9.
Screening COc1ccc(-n2ccnc(SCC(=O)NC3CCCC3)c2=O)cc1OC returned GSIS activator 6, FN deposition inh -1 and F508del corr 0.5.
CCCN1C(=O)c2[nH]nc(-c3ccccc3)c2C1c1ccccc1 (centres undefined) was read as GSIS activator -19, FN deposition inh 0 and F508del corr 1.0.
`O=C(Cn1c2[n+](c3ccc(C(F)(F)F)cc31)CCCCC2)Nc1c(F)cccc1F` gave GSIS activator -2, FN deposition inh 7 and F508del corr 2.4.
Screening Cn1nccc1NC(=O)Nc1cccc([N+](=O)[O-])c1 returned GSIS activator -5, FN deposition inh -3 and F508del corr -0.7.
O=c1[nH]c(-c2ccccc2)nc(-c2ccccc2)c1Cl was read as GSIS activator 4, FN deposition inh 0 and F508del corr 0.4.
For CCOC(=O)N1CCN(C(=O)C[C@@H]2C[C@@]3(C(=O)OC)CC(C)(C)CC=C3N(Cc3ccccc3)C2=O)CC1 the results were GSIS activator -38, FN deposition inh 8 and F508del corr -0.6.
`CCOC(=O)C(=CNc1ccc(NC2=NCC(C)(C)S2)cc1)C(=O)OCC` gave GSIS activator -12, FN deposition inh 6 and F508del corr -6.1.
CC(=O)N1CCN(CC(=O)Nc2ccc3c(c2)CCC3)CC1 was read as GSIS activator 12, FN deposition inh -4 and F508del corr 6.7.
For O=S(=O)(c1ccc(Cl)cc1)N1CCN=C1SCc1cccnc1 the results were GSIS activator 23, FN deposition inh 3 and F508del corr 2.4.
`CCOC(=O)/C(C#N)=C\c1ccc(OC)c(OC)c1` gave GSIS activator 13, FN deposition inh -10 and F508del corr -1.6.
`O=Cc1ccc(-c2cccc([N+](=O)[O-])c2)o1` gave GSIS activator -8, FN deposition inh 0 and F508del corr -1.2.
Screening O=C(NCc1ccncc1)[C@@H]1CCCN1C(=O)[C@H]1CCCN1C(=O)c1cccs1 returned GSIS activator 5, FN deposition inh -2 and F508del corr -0.6.
For CN1CCN(c2cccc3c2S(=O)(=O)N[C@H](Cc2ccccc2)CO3)CC1 the results were GSIS activator 23, FN deposition inh 0 and F508del corr 2.4.
For Cc1cccc(NC(=S)NC23CN4CN(CN(C4)C2)C3)c1C the results were GSIS activator -9, FN deposition inh -8 and F508del corr 1.2.
Screening CC1=C(C(=O)N2CCCCCC2)CC(CC(=O)NCCc2ccccn2)C(=O)N1CCCN1CCCC1=O (centres undefined) returned GSIS activator 22, FN deposition inh -5 and F508del corr -1.0.
For C=CCn1c(C(C)n2c(-c3cnccn3)nc3ccccc32)nc2ccccc21 (centres undefined) the results were GSIS activator -4, FN deposition inh 0 and F508del corr -1.5.
Screening COc1ccccc1-c1nnc(SC(C)C(=O)Nc2ccc(C(N)=O)cc2)o1 (centres undefined) returned GSIS activator 4, FN deposition inh -12 and F508del corr -0.1.
For CC(=O)c1ccc(-c2ccccc2C2=CC(=O)CC(C)(C)C2=O)cc1 the results were GSIS activator -20, FN deposition inh 4 and F508del corr -1.7.
Screening COC(=O)CN1C(=S)N(c2ccc(OC)cc2)C(=O)C1CC(=O)Nc1ccc(F)cc1 (centres undefined) returned GSIS activator -29, FN deposition inh -2 and F508del corr -2.1.
`CC(C)n1c(O)c(/C=C2\C=NN=C2c2ccccc2)sc1=S` gave GSIS activator -1, FN deposition inh -1 and F508del corr -6.7.
For OCC1OC(c2ccc(O)cc2O)C(O)C1O (centres undefined) the results were GSIS activator 20, FN deposition inh -8 and F508del corr -1.3.
CC1(C)SC2c3ccccc3C(=O)N2C1C(=O)O (centres undefined) was read as GSIS activator -2, FN deposition inh 7 and F508del corr -1.0.
Cc1ccc(S(=O)(=O)n2nc(-c3ccco3)nc2N)cc1 was read as GSIS activator 22, FN deposition inh 3 and F508del corr -1.7.
Screening CCC1(c2ccccc2)NC(=O)N(CC(=O)Nc2cc(C(F)(F)F)ccc2N2CCCC2)C1=O (centres undefined) returned GSIS activator -64, FN deposition inh 3 and F508del corr -3.8.
Screening CCCNC(=O)c1nn2cc(Br)cnc2c1Br returned GSIS activator 27, FN deposition inh 7 and F508del corr 1.9.
For C[C@@H](c1ccccc1)N1C[C@H](COCc2ccccc2)Oc2cc(N3CCC[C@@H]3CO)ccc2S1(=O)=O the results were GSIS activator -3, FN deposition inh 1 and F508del corr 0.7.
`Cc1ccc(NC(=O)OC[C@@H]2CSCCS(=O)(=O)N2)cc1` gave GSIS activator -3, FN deposition inh 0 and F508del corr 0.4.
Screening CC(OC(=O)c1cccc(N2C(=O)c3ccccc3C2=O)c1)C(=O)Nc1ccc(N(C)C)cc1 (centres undefined) returned GSIS activator -3, FN deposition inh -2 and F508del corr -1.9.
For CC1CCCN(C(=O)c2ccccc2OC2CCN(S(C)(=O)=O)CC2)C1 (centres undefined) the results were GSIS activator 28, FN deposition inh -5 and F508del corr -0.3.
CCCCc1c(C)[nH]c(=S)[nH]c1=O was read as GSIS activator 1, FN deposition inh 2 and F508del corr -2.6.
`CCOc1ccc(NC(=O)NCc2cccnc2)cc1` gave GSIS activator 2, FN deposition inh 3 and F508del corr -1.3.
CCOC(=O)[C@]12CCCC=C1N(CCC1=CCCCC1)C(=O)[C@H](CC(=O)NCCC(C)C)C2 was read as GSIS activator -4, FN deposition inh 7 and F508del corr -0.5.
CC1N(C)c2cc(NC(=O)c3ccco3)c(P(=O)(Nc3ccc([N+](=O)[O-])cc3)N3CCOCC3)cc2C1(C)C (centres undefined) was read as GSIS activator -10, FN deposition inh 15 and F508del corr 1.4.
`O=C1C(=Cc2ccccc2Cl)CCc2ccccc21` gave GSIS activator 7, FN deposition inh -2 and F508del corr -0.1.
`CC(C)c1nc(CNC(=O)c2ccc(OC3CCN(Cc4ccccn4)CC3)cc2)cs1` gave GSIS activator -1, FN deposition inh -8 and F508del corr -1.6.
For CCOC(=O)c1cc(-c2ccc(OC)cc2)n(CCC(=O)NC2CCN(Cc3ccccc3)CC2)c1C the results were GSIS activator 6, FN deposition inh 19 and F508del corr 2.0.
`O=C(CNC(=S)NC(=O)c1ccc(F)cc1)c1ccccc1` gave GSIS activator 6, FN deposition inh -2 and F508del corr 1.9.
`CCC(=O)Nc1ccc(Cl)c(NC(=S)NC(=O)c2ccco2)c1` gave GSIS activator -6, FN deposition inh 9 and F508del corr 1.7.
`CCOC(=O)N1C(=O)NC(=O)C1c1ccc(Cl)cc1` (centres undefined) gave GSIS activator 5, FN deposition inh -7 and F508del corr -0.2.
